Screens as filed in PubChem BioAssay.
RTF Ca sens act: increases calcium sensitivity of human cardiac regulated thin filaments; P19429+P45379; IANBD-labeled TnC RTF fluorescence at EC20 calcium; 0% EC20 calcium, 100% full calcium; activation, % at 7.2 µM; actives 0.24% (n = 340,000); AID 493008;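 active means activation above the mean over all tested compounds plus 3 SD, cut at about 30% in these data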;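 further: rise in fluorescence read as greater calcium sensitivity of cardiac thin filaments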
V-ATPase pH: regulators of yeast V-ATPase proton transport; S. cerevisiae, pHLuorin cytosolic pH fluorescence; response, % at 10 µM; actives 0.37% (n = 350,000); AID 504577; in the data active means response mostly above about 7.3%, no sharp cut-off; inactive means mostly below about 5.4%; further: actives read high; inactives centre near 0; some compounds called inactive have numbers as strong as hits
MITF TRPM1 HTS: MITF TRPM1 promoter activation in melanoma cells | SK-MEL-5 TRPM1-promoter luciferase, 24 h; % of positive control, neutral wells = 0 | activation, % at 12.5 µM | actives 0.75% (n = 300,000);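 active means mean activation of at least 80% with every replicate also reaching 80%; inconclusive means mean reaches 80% but some replicate falls short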;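 further: 0% = neutral control wells and 100% = parthenolide positive control wells; values of inactives mirror those of a sister screen read the other way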
CAL PDZ FP-1: blocks peptide binding to the human CAL PDZ domain; purified CAL PDZ, TMR-peptide fluorescence polarization, 1 h; inhibition, % at 24.9 µM; AID 602252; actives 0.92% (n = 300,000); Q9HD26;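 active means mean inhibition of at least 30% with at least half of replicates also reaching 30%; inconclusive means no clear call, values can overlap the other calls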;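 further: 0% = DMSO neutral control and 100% = excess unlabeled competitor peptide PRC23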
CDK5 inh: blocks human CDK5/p35 kinase activity; Recombinant CDK5/p35, ADP-Glo luminescence, 60 min; Q00535+Q15078; inhibition, % at 10 µM; actives 0.01% (n = 330,000);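 active means highest replicate inhibition of at least 50% and at least 75% of replicates reaching 50%; inconclusive means only one of the two criteria met; inactive means both criteria failed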;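 further: plate controls were DMSO neutral control for no effect and GW8510 at 10 µM for full effect; many of its hits are not listed in these tables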
Target sequence (Q00535 whole entry, looked up): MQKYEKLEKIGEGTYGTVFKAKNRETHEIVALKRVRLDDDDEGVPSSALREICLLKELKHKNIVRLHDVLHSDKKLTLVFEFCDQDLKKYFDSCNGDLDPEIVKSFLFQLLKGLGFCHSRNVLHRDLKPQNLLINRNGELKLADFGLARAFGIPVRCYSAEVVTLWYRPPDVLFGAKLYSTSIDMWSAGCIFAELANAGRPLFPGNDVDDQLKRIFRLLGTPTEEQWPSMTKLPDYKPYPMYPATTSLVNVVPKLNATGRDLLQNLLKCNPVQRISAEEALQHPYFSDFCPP
Target sequence (Q15078 whole entry, looked up): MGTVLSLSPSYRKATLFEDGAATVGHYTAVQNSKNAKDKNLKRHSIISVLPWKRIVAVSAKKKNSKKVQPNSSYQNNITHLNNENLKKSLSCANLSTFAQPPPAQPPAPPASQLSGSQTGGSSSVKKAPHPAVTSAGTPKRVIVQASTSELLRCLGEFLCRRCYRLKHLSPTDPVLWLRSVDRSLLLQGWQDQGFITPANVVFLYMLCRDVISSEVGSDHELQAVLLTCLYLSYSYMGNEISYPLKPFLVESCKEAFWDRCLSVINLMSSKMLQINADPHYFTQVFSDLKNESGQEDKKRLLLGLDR
Rtt109 Vps75: C. albicans Rtt109 histone acetyltransferase inhibition; Q5AAJ8; purified Rtt109/Vps75, ThioGlo CoA-SH fluorescence, 4 h; inhibition, % at 34.9 µM; actives 0.16% (n = 330,000); AID 540336;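 active means inhibition of at least 50% in every replicate; inconclusive means best replicate reaches 50% inhibition but some replicates fall short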
Target sequence (Q5AAJ8 whole entry, looked up): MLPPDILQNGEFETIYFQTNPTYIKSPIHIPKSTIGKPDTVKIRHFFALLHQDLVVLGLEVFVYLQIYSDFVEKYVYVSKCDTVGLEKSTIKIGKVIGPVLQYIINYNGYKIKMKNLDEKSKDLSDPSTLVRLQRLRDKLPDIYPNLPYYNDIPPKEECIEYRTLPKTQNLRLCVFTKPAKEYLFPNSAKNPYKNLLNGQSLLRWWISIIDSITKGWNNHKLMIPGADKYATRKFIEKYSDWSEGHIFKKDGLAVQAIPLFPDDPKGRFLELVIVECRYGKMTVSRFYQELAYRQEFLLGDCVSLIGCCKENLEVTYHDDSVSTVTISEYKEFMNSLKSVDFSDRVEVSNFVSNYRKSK
CAL PDZ FP-2: inhibitors of human CAL PDZ peptide binding | Q9HD26 | AID 504414 | actives 0.02% (n = 330,000) | purified CAL PDZ, TMR-peptide fluorescence polarization, 1 h | inhibition, % at 20 µM;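 active means highest replicate inhibition of at least 40%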;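 further: plate controls were DMSO neutral control wells for no effect and unlabeled competitor peptide control wells for full effect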
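Test system: tagged CAL PDZ domain / Buffer or medium: sodium phosphate/NaCl buffer pH 7.4 with TCEP, IgG, Thesit / Reagent: TMR-labelled reporter peptide T*-PRC34 bound in PDZ groove / Compound dosing: single point, 20 µM / Schedule: 1 h incubation at room temperature before polarization reading / Technique: fluorescence polarization (mP) / Benchmarks: unlabelled peptide, DMSO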
Tat transport: inhibitors of E. coli Tat protein transport | AID 488895 | E. coli MC4100 TorA-mCherry Tat export, fluorescence | actives 0.036% (n = 340,000) | inhibition, % at 10 µM;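 active means mean replicate inhibition at least 50% and at least half of replicates individually reaching 50%; inconclusive means only one of the two criteria met; inactive means neither criterion met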;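 further: exported cargo escapes ClpAP degradation while cytoplasmic cargo is degraded and loses fluorescence; 0% = median of neutral control wells and 100% = median of NaSCN control wells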
Wnt bcat act: activators of Wnt/beta-catenin signaling; Wnt/beta-catenin reporter cell assay, activator, plate reader; activation, % at 9.35 µM; actives 1.2% (n = 300,000); AID 743398; in the data active means activation above about 30%, passing the limit was not always enough; inconclusive means no clear call, values can overlap the other calls;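 further: 0% = neutral control wells and 100% = positive control wells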
dFosB act: enhances mouse delta FosB homodimer DNA binding. AID 493131. activation, % at 25 µM. purified delta FosB, TAMRA-CDK5 oligo fluorescence polarization; percent of positive-control signal above neutral wells. actives 0.99% (n = 340,000). P13346;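 active means mean activation above about 17%, with every replicate also reaching it, limit read from the data, passing the limit was not always enough; inconclusive means only one of the two conditions met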;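 further: fluorescence polarization rise as delta FosB binds a TAMRA Cdk5 AP-1 oligo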
* marks the source's active call; other numbers are inactive results; ? = inconclusive; · = no result given.

SMILES	RTF Ca sens act	V-ATPase pH	MITF TRPM1 HTS	CAL PDZ FP-1	CDK5 inh	Rtt109 Vps75	CAL PDZ FP-2	Tat transport	Wnt bcat act	dFosB act
CC(C)NC(=O)CN1CCN(C(=O)CCl)CC1	-3	-1	8	7	-0.6	-1	0.6	-8	-1	7
CCOc1ccc(S(=O)(=O)Nc2nc3ccccc3nc2Nc2ccc(N3CCOCC3)cc2)cc1	6	0	28	-2	0.6	4	-0.5	-13	19	-15
CCOC(=O)Cc1c(C)nc2c(-c3ccccc3)c[nH]n2c1=O	0	-3	12	3	-1.4	-1	·	-14	-7	12
CC(C)(C)c1ccc(C(=O)NCC(=O)OCc2ccc([N+](=O)[O-])cc2)cc1	-1	0	-2	-3	-2.8	0	0.7	-18	·	0
Cc1ccc(CN2CCC(CNC(=O)Nc3ccccc3F)CC2)cc1	-9	1	1	-4	0.5	-9	-1.1	2	-1	-5
CS(=O)(=O)c1ccc2sc(NC(=O)c3cc4ccccc4o3)nc2c1	-2	-1	39	7	3.8	-1	-0.8	-10	-1	-17
Cc1ccc(-c2nnnn2C2C/C(=N\NC(N)=S)C3OCC2O3)cc1 (stereo unspecified)	-3	1	5	3	0.1	-5	-1.4	-3	-1	-2
CN(Cc1ccccc1)Cc1nc2c(c(=O)n(C)c(=O)n2C)n1Cc1ccc(F)cc1	-7	2	-4	·	0.2	3	-2.1	-6	·	2
CC(C)NC(=O)c1ccccc1N(Cc1ccccc1)S(C)(=O)=O	-1	1	1	-2	-7.0	2	-1.8	0	-15	2
CCN(Cc1ccccc1)C(=O)Cn1c(=O)n(CCC(=O)N2CCCCC2)c(=O)c2sccc21	1	2	2	5	1.2	2	-0.6	0	-2	-2
COc1ccc(S(=O)(=O)NC2CCSc3ccccc32)cc1OC (stereo unspecified)	2	-6	-3	-2	-1.9	5	-0.4	-7	1	-7
O=C(O)c1ccc(NC(=O)c2ccc(COc3ccccc3)o2)cc1	1	2	15	-3	-0.1	-1	-0.1	-2	1	1
CCn1ncc(/C=N/N=C2\CCC3C4CCc5cc(O)ccc5C4CCC23C)c1C (stereo unspecified)	-9	-2	-11	46*	1.3	-4	0.0	-1	-1	-8
O=C(N/N=C/c1cccc([N+](=O)[O-])c1O)C(O)(c1ccccc1)c1ccccc1	-1	2	-7	-7	-2.2	10	-0.3	1	-1	-13
O=C(NOC(=O)c1ccccc1F)c1ccc(OC(F)F)cc1	-3	3	-4	-2	-0.2	·	-2.1	-10	-1	-3
c1ccc(C2=NN(c3ccccc3)CC2)cc1	-2	-1	88*	0	0.6	-44	0.0	0	50*	1
Cc1ccc(CNC(=O)C2(NC(=O)Nc3ccc(C)cc3)CCCCC2)cc1	-22	0	3	-1	-0.4	-19	-2.3	-3	·	2
N#CCC(=N)N1CCN(c2ccc(Cl)cc2)CC1	0	4	2	-2	0.2	5	1.0	-2	·	-6
C/C(=N\Nc1ccc(F)cc1F)c1ccc(N2CCOCC2)cc1	-1	2	7	-6	-1.6	19	-3.1	-2	4	-3
O=C(N/C(=C/c1ccc(Br)cc1)c1nc2ccccc2[nH]1)c1ccco1	-1	-4	14	0	0.3	·	-1.2	-3	·	3

Already shown: entries from further up.
SMILES	RTF Ca sens act	V-ATPase pH	MITF TRPM1 HTS	CAL PDZ FP-1	CDK5 inh	Rtt109 Vps75	CAL PDZ FP-2	Tat transport	Wnt bcat act	dFosB act
CC(C)NC(=O)CN1CCN(C(=O)CCl)CC1	-3	-1	8	7	-0.6	-1	0.6	-8	-1	7
CCOc1ccc(S(=O)(=O)Nc2nc3ccccc3nc2Nc2ccc(N3CCOCC3)cc2)cc1	6	0	28	-2	0.6	4	-0.5	-13	19	-15
CCOC(=O)Cc1c(C)nc2c(-c3ccccc3)c[nH]n2c1=O	0	-3	12	3	-1.4	-1	·	-14	-7	12
CC(C)(C)c1ccc(C(=O)NCC(=O)OCc2ccc([N+](=O)[O-])cc2)cc1	-1	0	-2	-3	-2.8	0	0.7	-18	·	0
Cc1ccc(CN2CCC(CNC(=O)Nc3ccccc3F)CC2)cc1	-9	1	1	-4	0.5	-9	-1.1	2	-1	-5
CS(=O)(=O)c1ccc2sc(NC(=O)c3cc4ccccc4o3)nc2c1	-2	-1	39	7	3.8	-1	-0.8	-10	-1	-17
Cc1ccc(-c2nnnn2C2C/C(=N\NC(N)=S)C3OCC2O3)cc1 (stereo unspecified)	-3	1	5	3	0.1	-5	-1.4	-3	-1	-2
CN(Cc1ccccc1)Cc1nc2c(c(=O)n(C)c(=O)n2C)n1Cc1ccc(F)cc1	-7	2	-4	·	0.2	3	-2.1	-6	·	2
CC(C)NC(=O)c1ccccc1N(Cc1ccccc1)S(C)(=O)=O	-1	1	1	-2	-7.0	2	-1.8	0	-15	2
CCN(Cc1ccccc1)C(=O)Cn1c(=O)n(CCC(=O)N2CCCCC2)c(=O)c2sccc21	1	2	2	5	1.2	2	-0.6	0	-2	-2
COc1ccc(S(=O)(=O)NC2CCSc3ccccc32)cc1OC (stereo unspecified)	2	-6	-3	-2	-1.9	5	-0.4	-7	1	-7
O=C(O)c1ccc(NC(=O)c2ccc(COc3ccccc3)o2)cc1	1	2	15	-3	-0.1	-1	-0.1	-2	1	1

Following part.
SMILES	RTF Ca sens act	V-ATPase pH	MITF TRPM1 HTS	CAL PDZ FP-1	CDK5 inh	Rtt109 Vps75	CAL PDZ FP-2	Tat transport	Wnt bcat act	dFosB act
CC(C)c1ccc(C2=C(O)c3ccccc3C(=O)C2=O)cc1	0	-3	7	-4	0.0	7	-2.1	14	·	-3
CC(=O)Nc1ccc(NC(=O)C(C)OC(=O)CCC(=O)c2ccc(F)cc2)cc1 (stereo unspecified)	2	-4	·	-3	-3.6	11	0.1	-1	·	-1
CC(=O)Oc1cc(OC(C)=O)c2c(C)cc(=O)oc2c1	-5	2	·	·	-1.0	-3	-0.3	-4	0	-1
CC(=O)c1c(C)[nH]c(C(=O)CN2CCN(S(=O)(=O)c3ccccc3)CC2)c1C	-2	4	5	1	-0.9	2	0.4	-2	-3	1
COc1ccc2nc(Cl)c(C3CC(c4ccco4)=NN3C(=O)CCCC(=O)O)cc2c1 (stereo unspecified)	-4	3	-2	14	0.2	5	-0.4	-2	2	-6
COc1ccc(-c2c(-c3cc(OC)cc(OC)c3)n(C)c3ccc(-c4ccc5[nH]ccc5c4)cc23)cc1	-3	-1	-5	1	2.9	3	-0.1	-7	-8	2
CCCCC(=O)NC(c1ccco1)c1cc(Cl)c2cccnc2c1O (stereo unspecified)	1	2	-4	-1	1.1	-5	-1.2	2	-3	-8
Cc1cccc(C)c1OCc1nnc(SCC(=O)Nc2nccs2)n1-c1ccccc1	-3	-4	-18	-5	0.5	7	-1.7	-1	-17	-4
COc1ccc(CCN(C)C(=O)c2cccc(S(=O)(=O)NCc3ccccc3)c2)cc1OC	4	-3	1	7	-0.9	-1	-1.8	1	-3	-8
COc1ccc(NC(=O)CS(=O)CC(=O)Nc2ccc(-n3cnnn3)c(C)c2)cc1 (stereo unspecified)	-1	2	-1	-8	-1.2	-4	-0.4	-1	-1	-7
C[C@H](CO)N1C[C@H](C)[C@@H](CN(C)C(=O)Nc2ccccc2)Oc2c(NC(=O)Nc3ccc(C(F)(F)F)cc3)cccc2C1=O	-3	2	3	-2	-4.5	-2	-0.3	20	-5	-5
O=C(NCCc1ccccc1)C(=O)NCC1OCCN1S(=O)(=O)c1ccc(Br)cc1 (stereo unspecified)	2	6	-16	3	1.1	-4	-1.8	0	-3	-12
Cc1ccc(S(=O)(=O)Nc2ccc(Oc3cccnc3)nc2)cc1	-6	-3	·	-4	-3.4	8	0.8	-2	0	-8
CCC(=O)c1ccccc1OCCCCn1cncn1	-10	2	-11	5	1.6	4	-0.4	-5	1	-1
c1cn2cc(CN3CCOCC3)nc2s1	-3	0	-6	·	0.1	1	-2.5	-1	·	6
NC1=NC[C@H](Cc2ccc(O)cc2)N1CCc1cccc(F)c1	-5	-4	13	-1	1.4	-4	0.0	-4	3	-2
Cc1cc(N2CCN(C(=O)c3cccs3)CC2)c(F)cc1[N+](=O)[O-]	-6	-2	·	-6	0.2	?	-0.5	2	-2	-10
Cc1c(CN2CCN(CC(C)(C)C)C(CCO)C2)[nH]c2ccccc12 (stereo unspecified)	-1	0	-8	-3	0.1	2	-0.1	2	0	-4
COc1ccccc1-n1cc(C(=O)N2CCCC(CO)(Cc3ccccc3C)C2)cn1 (stereo unspecified)	3	1	-5	0	-7.0	-4	0.2	28	0	-9
CN(C)S(=O)(=O)c1cccc(-c2cn3cc(Cl)ccc3n2)c1	1	5	48	-2	0.1	5	-2.3	-3	·	-15
CCOc1cc(C(=O)Nc2ccc3c(c2)OCO3)ccc1OCCOc1ccccc1Cl	-2	1	-7	-5	0.2	0	·	-4	·	-2
CCn1c(SCC(=O)N2CCCc3ccccc32)nnc1-c1ccco1	1	-7	-4	-2	0.0	4	-1.1	3	·	3
CCOC(=O)C(NCc1ccccc1OC)(NC(C)=O)C(F)(F)F (stereo unspecified)	-2	-1	3	-7	2.0	-11	0.4	-6	2	-2
O=C(OCc1cc(=O)n2c(n1)sc1ccccc12)c1ccc2c(=O)n3c(nc2c1)CCC3	-8	1	8	1	0.3	0	-5.5	-7	-3	-30
COc1cccc(/C=N/N2C(=O)CSC2=S)c1O	-3	0	-4	-4	1.0	5	0.8	-6	-1	4
Cc1ccc2c(c1)C1C3CCC(C3)C1S(=O)N2 (stereo unspecified)	-2	3	-2	-3	-1.5	-9	-1.8	-1	-3	-1
O=C(NCc1ccc(F)cc1)c1cccs1	-2	2	2	-3	0.9	8	-1.5	-2	0	3
CC(=O)Nc1ccc(C(=O)NNC(=O)Cc2ccccc2)cc1	1	-3	15	-3	-1.1	2	-1.4	-4	-2	-3
O=S(=O)(c1ccc(F)c(Cl)c1)N1CCCC1	0	-2	-1	-4	0.0	8	0.4	5	0	3
COc1ccc(CCNCC(O)Cn2c3ccccc3c3ccccc32)cc1OC (stereo unspecified)	3	3	-20	-4	-2.5	26	-2.0	-4	-6	21*
